GSTO1 inh – blocks human GSTO1 in RBBP9 counter-screen | P78417 | actives 1.1% (n = 300,000) | inhibition, % at 5.96 µM | AID 1974 | recombinant GSTO1, activity-based probe fluorescence polarization;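 active means inhibition above the campaign mean inhibition plus 3 SD, cut at about 35% in these data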;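 further: 0% = GSTO1-1 with DMSO and 100% = wells lacking GSTO1-1 enzyme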
Target sequence (P78417 whole entry, looked up): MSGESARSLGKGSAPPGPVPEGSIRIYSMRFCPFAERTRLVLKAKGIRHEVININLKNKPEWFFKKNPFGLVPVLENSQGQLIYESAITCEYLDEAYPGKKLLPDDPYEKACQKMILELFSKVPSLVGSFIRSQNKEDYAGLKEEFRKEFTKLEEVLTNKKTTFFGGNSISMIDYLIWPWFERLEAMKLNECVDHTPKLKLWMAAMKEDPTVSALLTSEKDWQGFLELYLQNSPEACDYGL
PREPL inh – inhibits the human prolyl oligopeptidase-like enzyme; actives 0.68% (n = 320,000); inhibition, % at 5.96 µM; AID 2751; recombinant PREPL, fluorescence polarization activity-based probe; Q4J6C6; in the data active means inhibition above about 43%;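 further: 0% = enzyme with DMSO and 100% = wells lacking enzyme; many of its hits are not listed in these tables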
Target sequence (Q4J6C6 whole entry, looked up): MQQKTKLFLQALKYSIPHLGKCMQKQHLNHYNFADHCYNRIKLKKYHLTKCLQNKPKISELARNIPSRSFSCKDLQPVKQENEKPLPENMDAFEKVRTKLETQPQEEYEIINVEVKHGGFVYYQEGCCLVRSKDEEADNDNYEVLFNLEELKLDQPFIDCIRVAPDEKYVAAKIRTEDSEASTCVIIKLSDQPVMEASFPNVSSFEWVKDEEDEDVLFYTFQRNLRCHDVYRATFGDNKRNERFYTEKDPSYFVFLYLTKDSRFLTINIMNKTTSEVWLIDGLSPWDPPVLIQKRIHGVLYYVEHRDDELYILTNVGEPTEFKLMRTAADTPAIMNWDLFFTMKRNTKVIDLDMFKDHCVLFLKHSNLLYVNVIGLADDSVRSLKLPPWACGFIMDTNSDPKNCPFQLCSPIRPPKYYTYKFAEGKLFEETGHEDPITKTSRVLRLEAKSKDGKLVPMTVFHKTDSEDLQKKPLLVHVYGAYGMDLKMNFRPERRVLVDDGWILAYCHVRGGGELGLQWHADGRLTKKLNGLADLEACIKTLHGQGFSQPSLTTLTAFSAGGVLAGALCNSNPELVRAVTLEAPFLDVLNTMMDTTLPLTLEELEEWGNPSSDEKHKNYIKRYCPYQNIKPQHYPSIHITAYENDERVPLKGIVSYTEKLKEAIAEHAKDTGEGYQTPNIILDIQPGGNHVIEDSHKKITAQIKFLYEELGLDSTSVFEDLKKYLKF
PAD4 inh – blocks human protein arginine deiminase 4 | Q9UM07 | recombinant PAD4, RCA probe fluorescence polarization | inhibition, % at 6.36 µM | actives 0.41% (n = 330,000) | AID 485272;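 active means percent inhibition above a cutoff equal to the mean of all tested compounds plus 3 SD, cut at about 15% in these data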;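 further: 0% = PAD4 with RCA probe and DMSO and 100% = probe without PAD4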
pPAFAH FP inh – pPAFAH (human) enzyme inhibition; Q13093; recombinant pPAFAH, FP-rhodamine probe fluorescence polarization; inhibition, % at 3.39 µM; actives 1.5% (n = 330,000);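 active means inhibition above the mean inhibition across the screen plus 3 SD, cut at about 25% in these data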;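 further: inhibitors block binding of the rhodamine activity-based probe so polarization drops; 0% = enzyme with DMSO and 100% = wells lacking pPAFAH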
PAFAH1B3 FP inh – PAFAH1B3 (human) inhibition; Q15102; recombinant PAFAH1B3, FP-rhodamine probe, fluorescence polarization; inhibition, % at 3.39 µM; actives 0.28% (n = 340,000);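 active means inhibition above the screen-wide average of all tested compounds plus 3 SD, cut at about 25% in these data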;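 further: 0% = enzyme with DMSO only and 100% = wells lacking PAFAH1B3 protein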
PAFAH2 inh – inhibitors of human PAFAH2; Q99487; recombinant PAFAH2, FP-rhodamine activity probe, fluorescence polarization; inhibition, % at 3.39 µM; actives 0.99% (n = 340,000);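 active means inhibition above the mean over all tested compounds plus 3 SD, cut at about 30% in these data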;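 further: inhibitors block probe labeling of enzyme so polarization drops; 0% = enzyme with DMSO and 100% = wells lacking PAFAH2 protein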
LYPLA1 inh – counter-screen for PME1 inhibitors: inhibitors of human LYPLA1. O75608. recombinant LYPLA1, FP-Rh probe fluorescence polarization. inhibition, % at 5.9 µM. actives 0.16% (n = 320,000). AID 2174;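 active means inhibition above the mean of all tested compounds plus 3 SD, set per campaign, cut at about 14% in these data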;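 further: inhibitors block serine hydrolase probe labeling of LYPLA1 so polarization falls; 0% = enzyme with DMSO and 100% = wells lacking LYPLA1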
PAFAH1B2 inh – PAFAH1B2 (human) inhibition; AID 492953; actives 1.2% (n = 340,000); inhibition, % at 3.39 µM; P68402; recombinant PAFAH1B2, FP-rhodamine activity probe, fluorescence polarization;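 active means inhibition above the mean of all tested compounds plus 3 SD, cut at about 24% in these data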;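 further: 0% = enzyme with DMSO and 100% = wells lacking PAFAH1B2; many of its hits are not listed in these tables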
LYPLA2 inh – counter-screen for PME1 inhibitors: inhibitors of human LYPLA2 | O95372 | actives 0.38% (n = 320,000) | AID 2177 | inhibition, % at 5.9 µM | recombinant LYPLA2, FP-Rh probe fluorescence polarization;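 active means inhibition above the screen-wide mean plus 3 SD, limit set per campaign, cut at about 26% in these data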;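 further: 0% = LYPLA2 with DMSO and 100% = wells lacking LYPLA2 enzyme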
* marks the source's active call; other numbers are inactive results; / = not tested or not shown.

nr	SMILES	GSTO1 inh	PREPL inh	PAD4 inh	pPAFAH FP inh	PAFAH1B3 FP inh	PAFAH2 inh	LYPLA1 inh	PAFAH1B2 inh	LYPLA2 inh
1	CCOC(=O)c1sc(SCc2ccccc2)c2c1CC(C)(C)CC2=O	3	6	0	3	-7	-1	-4	-1	-9
2	Cc1ccc(C(=O)Nc2ccc(C(=O)O)cc2NC(=O)c2ccc(C)cc2)cc1	-6	-26	-5	-2	9	-4	-2	5	-5
3	COC(=O)c1ccc(COc2ccc(/C=N/O)cc2)o1	6	-6	0	-1	7	3	-3	-1	-3
4	CCOC(=O)n1c(=O)oc2cc(S(=O)(=O)N3CCOCC3)ccc21	3	2	-5	0	4	0	1	0	6
5	O=C(NCC(=O)N(CCc1ccccc1)C(C(=O)NC1CCCCC1)c1ccncc1)c1ccco1 (stereo unspecified)	7	-1	-2	1	7	0	-4	-3	4
6	CN(C)S(=O)(=O)c1ccc(N2C(=O)CC2(/C=C/c2ccccc2)C(=O)NC2CCCC2)cc1 (stereo unspecified)	-1	12	6	-1	8	-4	5	4	5
7	O=C(Nc1nnc(-c2ccccc2)s1)c1ccccc1O	-9	3	0	5	9	2	-3	7	-2
8	CCN1CCN(C(=S)NCC(C)C)CC1	0	6	3	5	1	1	1	2	7
9	CCCCNC(=O)C1CC(=O)N(CCc2ccc(C)cc2)C1 (stereo unspecified)	-2	-1	2	3	11	19	-3	8	-8
10	COc1ccccc1-c1noc(-c2ccccc2C(=O)N2CCOCC2)n1	-2	15	-2	-9	7	2	-4	3	-6
11	CC(=O)Nc1ccc(S(=O)(=O)NCC2CCC(C(=O)NCCCN3CCCC3=O)CC2)cc1 (stereo unspecified)	6	2	-2	5	7	2	-4	1	3
12	CCOC(=O)C1CCCCN1S(=O)(=O)c1ccc2c(c1)CC(C)N2C(=O)C1CCC1 (stereo unspecified)	8	9	-3	2	9	-1	15*	6	12
13	CC(C)(C)C(=O)N1CCN(c2ccc([N+](=O)[O-])cc2-n2cccc2)CC1	-4	18	6	11	8	5	1	2	3
14	CCOc1cc(CNCc2ccccn2)ccc1OCC(=O)NC(C)(C)C	6	-9	4	4	11	-1	-5	-1	-2
15	COc1ccc(OC)c(N)c1	46*	20	38*	17	11	12	11	15	23
16	O=C(COC(=O)c1cccnc1Cl)NCCc1ccc(F)cc1	/	-3	-4	5	8	22	/	6	/
17	CCc1sc(C(=O)N2CCN(C(=O)c3ccccc3)CC2)cc1C	/	5	2	-2	0	6	/	5	/
18	COc1ccc(-c2nc3ccccc3c(=O)n2NC(=O)c2cccnc2Cl)cc1OC	2	-1	2	-2	7	1	2	0	9
19	O=C(CSc1nc2ccccc2c(=O)n1-c1ccc(F)cc1)Nc1ccc(Cl)c(S(=O)(=O)N2CCOCC2)c1	1	0	3	0	-39	-45	-19	-15	-40
20	CCOc1ccc(S(=O)(=O)N2CCOCC2)cc1NC(=O)CSCC(=O)Nc1ccc(C)cc1	1	2	1	3	7	9	-6	0	-2
21	CC(=O)N1CCc2c(sc(NC(=O)CN3C(=O)c4ccccc4C3=O)c2C(N)=O)C1	1	6	1	1	-2	6	-1	-9	-3
22	COc1ccc(S(=O)(=O)NN(C)c2nc(C(F)(F)F)nc3ccccc23)cc1	2	-1	-2	-8	1	-9	-7	5	-9
23	COc1cc(/C=C(\C#N)C(=O)N2CCOCC2)cc(Br)c1O	6	4	1	1	0	3	1	2	-2
24	O=C(c1cc(-c2ccncc2)nc2ccccc12)N1CCN(c2ncccn2)CC1	/	1	1	2	-3	7	/	1	/
25	Fc1ccc(CNC(=S)Nc2cccc(Cl)c2)cc1	-7	-16	0	-1	4	-5	-6	5	-8
26	O=C(N/N=C/c1cc2ccccc2nc1Cl)c1ccncc1	5	8	4	-2	3	2	-1	6	0
27	C/C(=N\Nc1ccc(F)cc1)c1ccc(N2CCOCC2)c(F)c1	21	6	-1	13	8	-2	-2	5	-5
28	C=C(C)COc1ccc2c(C)c(CCC(=O)N3C[C@H]4C[C@@H](C3)c3cccc(=O)n3C4)c(=O)oc2c1	1	0	1	25*	4	-1	1	7	3
29	Cc1nn(C)c(C(=O)Nc2ccn(Cc3ccccc3F)n2)c1[N+](=O)[O-]	4	1	-1	2	8	-3	0	4	-6
30	Cn1c(O)c(N=Nc2nc(-c3ccccc3)cs2)c2ccccc21	10	22	-2	2	7	4	-2	4	2
31	CC(=O)Nc1ccc(S(=O)(=O)NC(C)CCc2ccccc2)cc1 (stereo unspecified)	-2	-6	-2	5	2	2	3	12	-6
32	COc1ccc(S(=O)(=O)Cc2ccc(C(=O)N3CCN(c4ccccn4)CC3)o2)cc1	5	6	-4	-4	4	12	3	-4	0
33	COc1ccc(C(=O)CSc2nc3ccccc3n2CC(=O)NC(C)(C)C)cc1	4	4	-2	1	3	-1	2	-1	-3
34	O=C(NCc1cccnc1)c1ccc2c(c1)N(Cc1ccccc1)CCS2	4	13	-2	7	5	8	1	2	17
35	O=C(NN=C1CCN(Cc2ccccc2)CC1)c1ccccc1O	26	24	0	3	4	0	-1	4	11
36	CCCCN(C(=O)c1ccc(S(=O)(=O)N(C)C)cc1)c1ccccc1	3	4	-1	1	7	2	-2	12	0
37	Cc1c(Cl)cccc1NC(=O)CCCN1C(=O)CCC1=O	6	7	-8	-1	-8	-2	-1	-1	1
38	COC(=O)CCSc1nccn1Cc1ccccc1	-1	7	0	0	3	3	0	10	4
39	O=C(NC(c1ccccc1)c1ccccc1)c1ccc(Br)o1	-4	6	-1	8	10	-15	3	3	9
40	Clc1ccc2c(NNc3ccccc3Cl)ccnc2c1	5	8	5	6	0	2	-1	0	-1
41	CCOc1cc(/C=N\NC(=O)c2ccc(C)nc2)cc([N+](=O)[O-])c1O	4	7	-4	-4	4	-3	-4	4	3
42	Cc1ccc(CNc2ccc(S(=O)(=O)N3CCOCC3)cc2[N+](=O)[O-])cc1	-1	21	1	4	-4	-1	0	4	9
43	CCOc1cc(CNCCCN2CCOCC2)ccc1OCC(=O)Nc1cccc2ccccc12	2	4	-2	4	5	6	-1	3	4
44	COC(=O)Cn1cnc2c(C#N)c3n(c2c1=O)CCCC3	0	10	-3	1	-3	-7	6	0	2
45	Cc1ccc2nc(SCC(=O)Nc3c(C)n(C)n(-c4ccccc4)c3=O)[nH]c2c1	-11	1	-2	4	5	-13	-5	5	-4
46	COc1ccccc1C(=O)COC(=O)c1cccs1	/	6	2	0	9	7	/	6	/
47	COC(=O)c1ccc([C@@H]2C[C@H]3CN(Cc4cccnc4)C(=O)[C@]34CCCN24)cc1	-2	1	-5	-3	0	-5	-3	4	0
48	CC(C)CNC(=S)NC1CCCC1	-7	11	-3	-4	9	-4	1	6	-5
49	COc1ccc(NC(=O)CSc2nc3c(sc4ccccc43)c(=O)n2CCCN2CCCC2)cc1	2	-10	7	5	7	3	-4	0	-3
50	COc1ccc(C(=O)ON=C2C=C(C)C(=O)C(C)=C2)cc1	1	25	-1	4	-1	22	-1	-1	-3

Following part.
nr	SMILES	GSTO1 inh	PREPL inh	PAD4 inh	pPAFAH FP inh	PAFAH1B3 FP inh	PAFAH2 inh	LYPLA1 inh	PAFAH1B2 inh	LYPLA2 inh
51	CN(C)S(=O)(=O)c1ccc(N2CCCC2)c(C(=O)Nc2ccccc2Br)c1	-3	0	-7	3	13	5	0	2	1
52	CCn1c(-c2ccc([N+](=O)[O-])cc2)n[nH]c1=S	-5	8	2	3	18	17	0	5	3
53	C[C@@H](C(=O)OCC(=O)c1ccccc1)N1C(=O)C2CCCCC2C1=O (stereo partly specified)	/	1	-2	16	17	20	/	3	/
54	COCCCNC(=O)c1cc(-c2cccnc2)nc2ccc(S(=O)(=O)N3CCCCCC3)cc12	-2	8	-11	-5	0	7	-6	2	-11
55	CCCNC(=O)CN1C(=O)COc2ccc(S(=O)(=O)N3CCCCCC3)cc21	4	13	3	4	4	1	1	5	4
56	Cc1nc2ccccc2c(C)c1C(=O)c1ccc(F)cc1	-7	10	-2	2	-2	5	0	8	-3
57	COc1ccc(C)cc1S(=O)(=O)N(CC(=O)NCc1ccco1)c1ccc(C)cc1	2	-4	-2	5	1	7	-2	-2	5
58	O=C1N=C(N2CCOCC2)S/C1=C\c1ccc(-c2ccccc2Cl)o1	3	15	-1	4	12	-5	2	5	0
59	COc1ccc(C=NNC(=O)c2cc(C)oc2C)cc1O	/	6	-1	2	2	8	/	2	/
60	COc1ccc(OCC(=O)Nc2nc3ccc(NC(C)=O)cc3s2)cc1	3	8	1	0	7	1	6	-1	5
61	COC(=O)c1c(NC(C)=O)sc(C(=O)Nc2ccccc2)c1C	2	21	4	-4	1	-7	-3	3	2
62	O=[N+]([O-])c1ccc(OCCCCN2CCCCC2)cc1	-1	15	-1	3	0	1	0	0	-5
63	Cc1cccc(NC(=O)c2sc(C)nc2C)c1	0	-6	2	2	13	-11	1	1	0
64	Cn1c(=O)c2c(nc(NCc3ccccc3)n2C)n(C)c1=O	0	0	-1	5	-1	-11	-2	0	-1
65	COc1ccc(-c2nc3c(c(=O)c4ccccc4n3C)c(=O)n2Cc2ccccc2)cc1	-1	4	-1	-2	4	-1	-4	5	-5
66	COCC(=O)N(CCc1ccccc1)Cc1cc2cc(C)ccc2nc1Cl	3	-8	3	-1	-3	-3	4	0	2
67	CN(C)c1nc(SCC(=O)Nc2ccc(Cl)c(Cl)c2)nc(N2CCOCC2)n1	-1	14	0	0	7	-7	-5	1	4
68	CCCC(=O)NCCc1nc2cc([N+](=O)[O-])ccc2n1C	-1	4	-1	0	14	-6	3	3	1
69	COc1c(O)ccc(/C=N\NC(=O)c2ccc3c(c2)OCO3)c1[N+](=O)[O-]	11	1	-3	2	3	5	2	5	2
70	Cc1ccc(N(CC(=O)NC2CCCC2)C(=O)CCC(=O)Nc2ccccn2)cc1C	2	12	-6	2	11	-6	3	5	-2
71	COc1ccc(CCNC(=O)C2CCCN(S(=O)(=O)c3cccc4nonc34)C2)cc1OC (stereo unspecified)	0	4	3	2	2	1	1	6	2
72	Cc1nn(-c2ccccc2)c2[nH]c(=O)cc(C(F)(F)F)c12	-117	-4	0	7	5	2	1	5	-2
73	OCCC1CN(Cc2cccn2-c2ccccn2)CCN1Cc1ccccc1 (stereo unspecified)	2	15	-2	3	5	11	-2	1	-8
74	COc1ccc(C(CNC(=O)COc2ccc(Cl)c(C)c2)N2CCCCC2)cc1 (stereo unspecified)	2	37	-6	4	7	-3	3	1	2
75	CCOC(=O)N1CCN(C(=O)CN(c2cccc(OC)c2)S(C)(=O)=O)CC1	-5	33	-3	2	11	-4	2	4	10
76	Cc1c(C(=O)NCC2CCCO2)sc2nc(-c3ccc(F)cc3)cn12 (stereo unspecified)	-5	-22	1	2	-3	4	1	5	2
77	COc1ccc(/C=N/n2c(-c3cc(C)[nH]n3)n[nH]c2=S)cc1	-2	-2	3	-1	3	3	0	-5	-3
78	CNS(=O)(=O)c1c(C)cc(C)c(N(C)S(=O)(=O)c2ccccc2)c1C	-3	-7	-7	5	0	6	1	-1	-5
79	CCC(=O)N1CCCc2cc(S(=O)(=O)NCc3cccs3)ccc21	10	0	0	0	2	-3	-1	4	2
80	COc1ccc2[nH]cc(C(=O)CN3CCCC(C)C3)c2c1 (stereo unspecified)	9	-3	0	3	5	-3	-1	3	-2
81	CC(C)C(=O)Nc1c2c(nn1-c1ccccc1)CSC2	3	4	-2	2	1	-3	4	1	-1

Assay outcomes from PubChem BioAssay.

These rows are one share of the data; rates above refer to the full screens.
